STEP inh: STEP phosphatase inhibitors, primary screen, biochemical, fluorescence intensity, uHTS; AID 588621, 2011; inhibition, % at 20 µM; Tyrosine-protein phosphatase non-receptor type 5 (Homo sapiens), P54829; 360,000 tested, 0.25% active; recombinant STEP, OMFP fluorogenic substrate;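 active = inhibition at 20 µM, scaled per plate between control wells, above about 37%, limit read from the data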;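 note: 0% = DMSO with enzyme and substrate and 100% = substrate only without enzyme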
Target sequence (P54829 whole entry, looked up): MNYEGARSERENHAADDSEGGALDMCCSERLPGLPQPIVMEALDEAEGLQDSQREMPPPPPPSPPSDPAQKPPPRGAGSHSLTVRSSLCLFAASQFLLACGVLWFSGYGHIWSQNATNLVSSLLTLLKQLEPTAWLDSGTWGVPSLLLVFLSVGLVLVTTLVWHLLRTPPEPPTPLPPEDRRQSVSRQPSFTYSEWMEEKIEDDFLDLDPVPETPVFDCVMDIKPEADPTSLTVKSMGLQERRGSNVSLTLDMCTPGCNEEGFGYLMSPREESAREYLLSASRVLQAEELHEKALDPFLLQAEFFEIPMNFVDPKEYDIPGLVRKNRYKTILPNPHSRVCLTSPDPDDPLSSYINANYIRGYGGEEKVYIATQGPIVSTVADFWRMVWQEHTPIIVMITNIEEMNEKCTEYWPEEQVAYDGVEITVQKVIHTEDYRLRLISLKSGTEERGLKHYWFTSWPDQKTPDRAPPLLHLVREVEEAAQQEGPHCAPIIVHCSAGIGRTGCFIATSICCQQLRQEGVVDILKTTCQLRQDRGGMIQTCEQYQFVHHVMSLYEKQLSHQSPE
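Material: STEP (striatal-enriched tyrosine phosphatase) enzyme, cell-free | Medium: 50 mM Bis-Tris pH 6.0 with 2.5 mM DTT and 0.005% Tween 20 | Read-out: Percent inhibition scaled to no-enzyme and uninhibited-enzyme controls, plate-pattern corrected | Signal: Fluorescence read at 480 nm ex / 540 nm em | Times: 20 min reaction, room temperature, in the dark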
NadD inh: inhibitors of S. aureus NadD, primary screen, biochemical, colorimetric, uHTS; purified NadD enzyme, colorimetric absorbance read-out; inhibition, % at 20 µM; 360,000 tested, 0.78% active; in the data active = inhibition above about 26%; note: some compounds past the cut are filed as inactive
CSN deneddyl inh: inhibitors of CSN-mediated cullin deneddylation, primary screen, biochemical, fluorescence polarization, uHTS | COP9 signalosome complex subunit 5 (Homo sapiens), Q92905 | Purified CSN, SCF-Nedd8-OG deneddylation | inhibition, % at 12.5 µM | 360,000 tested, 0.38% active;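 active = pattern-corrected inhibition above about 35%, with an unprinted fluorescence ratio check between 0.5 and 1.5, limit read from the data, passing the limit was not always enough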;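 note: 0% = enzyme with substrate and 100% = substrate without enzyme; some results filed as inactive read as strong as hits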
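Material: purified human Csn5 enzyme expressed in HEK293T cells / Medium: Tris buffer pH 7.5, NaCl, DTT, Tween-20, trehalose, ovalbumin / Compound dosing: 12.5 µM single point / Schedule: 90 min incubation of compound, enzyme and substrate at room temperature / Signal: fluorescence polarization of the substrate / Control set: no-enzyme wells high, enzyme-with-substrate wells low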
TbMetRS inhib: T. brucei MetRS inhibitors, primary screen, biochemical, luminescence | purified T. brucei MetRS, ATP depletion, Kinase-Glo luminescence | 360,000 tested, 0.4% active | inhibition, % at 11.9 µM | methionyl-tRNA synthetase (Trypanosoma brucei brucei);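 active = inhibition above a per-plate cutoff of the control wells' mean inhibition plus 3 SD, cut at about 5.5% in these data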;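 note: 0% = DMSO wells median and 100% = median of wells with control inhibitor compound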
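assay system = parasite MetRS enzyme | timing = 15 min preincubation, 2 h reaction, all 25 °C | evaluation = percent inhibition relative to median high and low control wells | medium = HEPES buffer containing pyrophosphatase, BSA, spermine, DTT | compound = single dose, 11.9 µM final nominal, 0.9% final DMSO | detection = Kinase-Glo luminescence, ATP depletion format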
LMPTP inh: LMPTP phosphatase inhibitors, primary screen, biochemical, fluorescence intensity, uHTS | Low molecular weight phosphotyrosine protein phosphatase (Homo sapiens), P24666 | recombinant LMPTP-A, OMFP fluorogenic substrate | inhibition, % at 20 µM | 360,000 tested, 0.22% active | AID 651560, 2012;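 active = compounds that cut the enzyme signal by at least half of the control window in the single-dose screen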;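 note: plate controls were DMSO wells with enzyme plus substrate for no effect and substrate without enzyme for full effect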
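Test system – LMPTP-A enzyme · Amount – LMPTP-A at 0.625 nM final in the reaction · Buffer or medium – Bis-Tris pH 6.0, DTT, detergent · Reagent – OMFP 400 µM · Doses – single 20 µM dose · Schedule – reaction 50 min, room temperature, dark · Detection – fluorescence intensity of OMFP turnover product · Evaluation – percent inhibition versus substrate-only and uninhibited controls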
Rpn11 block: Rpn11 (PSMD14) deubiquitinase inhibitors, primary screen, biochemical, fluorescence polarization, uHTS; 26S proteasome non-ATPase regulatory subunit 14 (Homo sapiens), O00487; calls only at 20 µM; AID 588493, 2011; 360,000 tested, 0.59% active; human 26S proteasome, Ub4-pepOG fluorescence polarization; 20S core pre-blocked with epoxomicin;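 active = inhibition at 20 µM, scaled to each plate's controls, above about 33%, limit read from the data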
Target sequence (O00487 whole entry, looked up): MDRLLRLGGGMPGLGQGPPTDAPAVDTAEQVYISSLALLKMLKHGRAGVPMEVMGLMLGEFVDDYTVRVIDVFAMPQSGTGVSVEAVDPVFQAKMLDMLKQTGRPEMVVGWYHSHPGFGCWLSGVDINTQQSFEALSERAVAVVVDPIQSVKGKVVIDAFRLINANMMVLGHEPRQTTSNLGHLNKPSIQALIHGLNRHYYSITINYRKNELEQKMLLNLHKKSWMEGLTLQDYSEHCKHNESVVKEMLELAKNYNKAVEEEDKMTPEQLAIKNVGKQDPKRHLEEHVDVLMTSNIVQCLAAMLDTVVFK
SUMO1-SIM PPI: modulators of SUMO1 protein-protein interactions, primary screen, biochemical, uHTS; SUMO1 binding to a labelled peptide, TR-FRET, 1 h; inhibition, % at 20 µM; 360,000 tested, 0.33% active; in the data active = inhibition above about 37%
Target sequence (P63165 whole entry, looked up): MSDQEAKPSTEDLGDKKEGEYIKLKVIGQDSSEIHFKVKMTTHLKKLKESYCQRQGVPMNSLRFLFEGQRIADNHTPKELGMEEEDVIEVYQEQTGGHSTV
Scp1 inh: Scp-1 phosphatase inhibitors, primary screen, biochemical, colorimetric, uHTS; Carboxy-terminal domain RNA polymerase II polypeptide A small phosphatase 1 (Homo …; Recombinant Scp1, phosphopeptide, malachite green phosphate absorbance; inhibition, % at 20 µM; 340,000 tested, 0.88% active; AID 493091, 2011;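 active = inhibition above about 50% at 20 µM, limit read from the data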;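 note: plate controls were DMSO wells with enzyme for no effect and wells lacking enzyme for full effect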
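assay system = SCP-1 phosphatase catalytic domain, residues 76-261 | buffer or medium = 50 mM Tris acetate pH 5.5, 0.005% Tween-20, 10 mM MgCl2 | incubation = enzyme reaction 45 min at room temperature, colour 5 min, stabilisation 30 min | signal = Phosphate-binding colour reagent, absorbance read at 630 nm | measure = % inhibition at 20 µM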
MsrA inh: bovine MsrA enzyme inhibitors, primary screen, biochemical, absorbance, HTS; purified bovine MsrA, absorbance read-out; inhibition, % at 15.5 µM; 360,000 tested, 0.75% active; AID 651718, 2012; in the data active = inhibition above about 4.5%;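 note: 0% = vehicle wells with enzyme and 100% = reference inhibitor wells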
DNMT1 block: human DNMT1 methyltransferase inhibitors, primary screen, biochemical, molecular beacon, fluorescence, HinP1I cleavage, uHTS. 360,000 tested, 0.83% active. AID 588458, 2011. inhibition (reported as % activation of signal), % at 10 µM; in the data active = inhibition above about 50%
The depositor's hits bear a star; i = inactive; . = no result given; + = active, no number. Compounds were not picked by outcome (roughly 3.9% active in at least one column).

STEP inh	NadD inh	CSN deneddyl inh	TbMetRS inhib	LMPTP inh	Rpn11 block	SUMO1-SIM PPI	Scp1 inh	MsrA inh	DNMT1 block	smiles
0	3	-2	1.0	1.4	i	5	-5	-0.8	0	CCc1ccc(NC(=O)C2CCCN(S(=O)(=O)c3ccc4c(c3)CCCN4C(C)=O)C2)cc1 (centres undefined)
-5	1	8	-0.7	-2.0	i	-4	-1	-0.2	4	O=C(NCC1CCCO1)C1CCN(C(=O)c2ccc(Br)cc2)CC1 (centres undefined)
-1	-2	-1	-0.1	0.1	i	3	-7	0.1	-1	Cc1ccc(NC(=O)CSc2nccn2Cc2ccco2)c(C)c1
5	-3	1	-0.6	-0.9	i	2	5	1.4	2	O=C(CSc1nnc(-c2cccnc2)n1C1CCCCC1)NC1CCCCC1
-4	15	-4	0.1	2.8	i	-1	-8	0.2	-25	CC(C)=CCc1c2c(c3occ(-c4ccc(O)c(O)c4)c(=O)c3c1O)C=CC(C)(C)O2
2	3	0	-1.5	-0.8	i	1	-2	-1.1	-1	COCCCNC(=O)COc1ccc(S(=O)(=O)Nc2ccccc2)cc1
-3	-5	2	-0.4	1.5	+	-2	-2	2.3	-4	CCOc1ccc(N2C(=O)S/C(=C\c3ccc(O)c(OCC)c3)C2=O)cc1
0	-4	1	0.4	0.1	i	-24	-9	-0.2	6	COC(=O)c1cc(NC(=O)c2ccc(OC)cc2)c(=O)oc1C
-3	-10	-1	-0.5	2.7	i	-2	-5	0.4	0	COc1cccc(C(=O)Nc2ccc(NC(=O)c3ccco3)c(Cl)c2)c1
1	3	-3	0.4	0.1	i	4	-8	0.1	-5	O=S(=O)(Nc1ccccc1)c1ccc(S(=O)(=O)N2CCCC2)cc1
0	-10	-1	-0.2	0.0	i	2	.	-0.3	3	O=C(c1ccco1)N1CCN(C(=O)c2ccc(Br)o2)CC1
-7	-2	-7	-1.0	-1.3	i	0	-2	-0.4	-1	COC(=O)C(C)NC(=O)C12CC3CC(CC(C3)C1)C2 (centres undefined)

The list continues.
STEP inh	NadD inh	CSN deneddyl inh	TbMetRS inhib	LMPTP inh	Rpn11 block	SUMO1-SIM PPI	Scp1 inh	MsrA inh	DNMT1 block	smiles
2	3	1	0.1	0.9	i	4	0	-0.6	-3	Cc1ccccc1NC(=O)c1ccc(CN2CCC(Cc3ccccc3)CC2)cc1
2	-4	-2	-0.5	-1.2	i	1	-6	-1.4	5	O=C(c1cc(Cl)cc(Cl)c1)N1CCOCC1
-1	-5	-2	0.0	0.7	i	-2	-3	1.7	-5	COc1ccc(NC(=O)CN(C)C(=O)CCCc2c[nH]c3ccccc23)cc1
0	-2	2	-0.6	-1.0	i	-1	-7	-0.2	3	COC(=O)c1c(C(=O)OC)c(-c2ccc(F)cc2)n2c1CS(=O)(=O)C2
-2	-1	6	0.1	0.1	i	2	-6	-0.4	-3	CC(C)C(OC(=O)c1nsc(Cl)c1Cl)C(=O)NC1CCCCC1 (centres undefined)
0	6	-2	-0.5	-0.3	i	-4	-5	0.0	1	CCOC(=O)c1[nH]c2ccc(OC)cc2c1NC(=S)N1CCN(c2ccc(F)cc2)CC1
2	3	-4	0.3	0.9	i	-30	3	-0.6	-4	COc1ccc(Oc2c(OC)cc([N+](=O)[O-])c3ncccc23)cc1
-2	-2	-4	-0.5	-2.4	i	-3	-8	1.7	-2	CCc1cc2c(COC(=O)CCNS(=O)(=O)c3cccc(C(F)(F)F)c3)cc(=O)oc2cc1O
0	0	1	-1.1	-2.0	i	1	0	0.7	-5	O=c1[nH]nnc2c1cnn2-c1ccccc1
-2	3	-2	-0.2	-0.7	i	-4	-8	-1.1	1	Cc1nc2ccccn2c1C(=O)NCc1cccnc1
-6	1	-5	1.0	-1.7	i	0	-3	-0.3	1	Cc1c(C=NCCOCc2ccccc2)cnn1C
3	-5	3	-0.1	-0.2	i	-4	-12	0.1	-3	O=C1CSC(c2cn(-c3ccccc3)nc2-c2ccc3c(c2)OCCO3)N1CCN1CCOCC1 (centres undefined)

A different layout for some results above.
compound	STEP inh	NadD inh	CSN deneddyl inh	TbMetRS inhib	LMPTP inh	Rpn11 block	SUMO1-SIM PPI	Scp1 inh	MsrA inh	DNMT1 block
O=C1CSC(c2cn(-c3ccccc3)nc2-c2ccc3c(c2)OCCO3)N1CCN1CCOCC1 (centres undefined)	3	-5	3	-0.1	-0.2	i	-4	-12	0.1	-3
CCc1ccc(NC(=O)C2CCCN(S(=O)(=O)c3ccc4c(c3)CCCN4C(C)=O)C2)cc1 (centres undefined)	0	3	-2	1.0	1.4	i	5	-5	-0.8	0
O=C(NCC1CCCO1)C1CCN(C(=O)c2ccc(Br)cc2)CC1 (centres undefined)	-5	1	8	-0.7	-2.0	i	-4	-1	-0.2	4
Cc1ccccc1NC(=O)c1ccc(CN2CCC(Cc3ccccc3)CC2)cc1	2	3	1	0.1	0.9	i	4	0	-0.6	-3

(next part)
STEP inh	NadD inh	CSN deneddyl inh	TbMetRS inhib	LMPTP inh	Rpn11 block	SUMO1-SIM PPI	Scp1 inh	MsrA inh	DNMT1 block	smiles
-3	-6	7	0.1	3.4	i	-25	-19	1.3	-6	O=C(c1ccccc1)c1ccc2cc(O)ccc2c1
2	-5	-5	-0.1	-0.4	i	-1	-11	0.2	-1	COc1ccc(NC(=O)Nc2cnccn2)cc1
4	-4	-1	0.3	-0.2	i	4	-5	0.3	-3	COc1ccc(N2CCN(C(=O)c3cn(Cc4ccccc4)nc3-c3cccnc3)CC2)cc1
1	-4	1	0.2	-1.5	i	3	-4	-1.0	-2	CN(Cc1nc(-c2ccccc2)no1)C1CCOCC1
4	1	-5	0.3	0.6	i	3	-7	0.7	2	COc1ccc(C(=O)NNC2=CC(=O)CC(C)(C)C2)cc1OC
-3	-5	1	0.0	-1.2	i	2	-1	0.0	1	CN(C)S(=O)(=O)c1ccc(C(=O)NCC2(N3CCCCC3)CCCCC2)cc1
0	3	-11	0.7	-1.5	i	4	-13	-0.9	5	CCCC/C(O)=C1\C(=O)CC(C)(C)CC1=Nc1ccc(N)cc1
-5	-8	3	0.1	1.4	i	-2	-8	-1.4	-2	CC(=O)Nc1ccc(NS(=O)(=O)c2cccc3ccccc23)cc1
-2	0	0	-0.6	-0.6	i	-2	-5	1.8	0	Cc1cccc(Cc2cnc(NC(=O)C3=NCCN3)s2)c1
-4	1	1	0.3	0.3	i	1	.	0.3	3	C[C@@H](CO)NC(=O)c1[nH]cnc1C(=O)Nc1cccc(Cl)c1
3	-9	-3	-0.6	-0.8	i	-3	-5	-1.1	2	COc1cccc(CN2CCN(C3CSCCSC3)CC2CCO)c1 (centres undefined)
1	-2	-1	-0.8	0.9	i	0	-2	-0.1	-7	COc1ccc(C(c2nnnn2CS(=O)(=O)c2ccc(C)cc2)N2CCN(c3ncccn3)CC2)cc1 (centres undefined)

2 successive compounds from above, for reference:
STEP inh	NadD inh	CSN deneddyl inh	TbMetRS inhib	LMPTP inh	Rpn11 block	SUMO1-SIM PPI	Scp1 inh	MsrA inh	DNMT1 block	smiles
-4	1	1	0.3	0.3	i	1	.	0.3	3	C[C@@H](CO)NC(=O)c1[nH]cnc1C(=O)Nc1cccc(Cl)c1
3	-9	-3	-0.6	-0.8	i	-3	-5	-1.1	2	COc1cccc(CN2CCN(C3CSCCSC3)CC2CCO)c1 (centres undefined)

Next section
STEP inh	NadD inh	CSN deneddyl inh	TbMetRS inhib	LMPTP inh	Rpn11 block	SUMO1-SIM PPI	Scp1 inh	MsrA inh	DNMT1 block	smiles
0	3	3	0.2	0.2	i	0	-9	.	-1	CCNS(=O)(=O)c1ccc(OC)c(C(=O)NC2CCCCC2)c1
1	4	1	-0.7	-0.8	i	2	-6	0.2	0	Cc1ccc(-c2nnn(CC(=O)NCC3CC3)n2)o1
-6	-6	3	0.1	-2.3	i	2	-9	0.6	1	N#CCCSc1ncnc2c1oc1ccccc12
1	-11	1	-0.8	11	i	-1	-6	0.1	-4	Cc1ccccc1-c1nc(-c2ccc(NC(=O)c3ccc(Br)o3)cc2)no1
-3	7	-4	-2.3	0.2	i	-1	6	0.7	4	Cc1nnc(OCc2nc3ccccc3n2C)c2ccccc12
-2	3	-2	-1.1	-1.2	i	-4	-1	-0.2	1	CCn1c(SCC(=O)N2c3ccccc3CC2C)nnc1-c1ccco1 (centres undefined)
-1	-1	-1	-0.7	1.3	i	-17	-7	4.2	-1	CCOC(=O)C1CCCN(C(=O)c2ccc3nc(-c4ccccc4)c(-c4ccccc4)nc3c2)C1 (centres undefined)

Screening results deposited in PubChem by several laboratories.
